GluA2 TARP mod: GluA2-stargazin AMPA receptor complex modulation | AID 1259245 | HEK293 GluA2+stargazin, membrane potential dye (FDSS), glutamate EC50; hits were called plate by plate, in both directions | actives 3.5% (n = 40,000) | calls only at 30 µM | O88602+P19491;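 active = any of four per-well response measures lying three or more SD from its plate-wide compound average, in either direction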
Target sequence (O88602 whole entry, looked up): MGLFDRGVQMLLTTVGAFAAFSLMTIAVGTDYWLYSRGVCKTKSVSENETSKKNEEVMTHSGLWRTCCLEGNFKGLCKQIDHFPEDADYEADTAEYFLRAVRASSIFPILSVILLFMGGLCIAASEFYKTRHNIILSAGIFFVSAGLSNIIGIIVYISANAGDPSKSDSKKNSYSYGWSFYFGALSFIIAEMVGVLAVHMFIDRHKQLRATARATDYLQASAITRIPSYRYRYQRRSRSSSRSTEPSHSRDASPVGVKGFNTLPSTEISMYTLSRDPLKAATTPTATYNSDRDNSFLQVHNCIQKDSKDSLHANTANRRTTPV
Target sequence (P19491 whole entry, looked up): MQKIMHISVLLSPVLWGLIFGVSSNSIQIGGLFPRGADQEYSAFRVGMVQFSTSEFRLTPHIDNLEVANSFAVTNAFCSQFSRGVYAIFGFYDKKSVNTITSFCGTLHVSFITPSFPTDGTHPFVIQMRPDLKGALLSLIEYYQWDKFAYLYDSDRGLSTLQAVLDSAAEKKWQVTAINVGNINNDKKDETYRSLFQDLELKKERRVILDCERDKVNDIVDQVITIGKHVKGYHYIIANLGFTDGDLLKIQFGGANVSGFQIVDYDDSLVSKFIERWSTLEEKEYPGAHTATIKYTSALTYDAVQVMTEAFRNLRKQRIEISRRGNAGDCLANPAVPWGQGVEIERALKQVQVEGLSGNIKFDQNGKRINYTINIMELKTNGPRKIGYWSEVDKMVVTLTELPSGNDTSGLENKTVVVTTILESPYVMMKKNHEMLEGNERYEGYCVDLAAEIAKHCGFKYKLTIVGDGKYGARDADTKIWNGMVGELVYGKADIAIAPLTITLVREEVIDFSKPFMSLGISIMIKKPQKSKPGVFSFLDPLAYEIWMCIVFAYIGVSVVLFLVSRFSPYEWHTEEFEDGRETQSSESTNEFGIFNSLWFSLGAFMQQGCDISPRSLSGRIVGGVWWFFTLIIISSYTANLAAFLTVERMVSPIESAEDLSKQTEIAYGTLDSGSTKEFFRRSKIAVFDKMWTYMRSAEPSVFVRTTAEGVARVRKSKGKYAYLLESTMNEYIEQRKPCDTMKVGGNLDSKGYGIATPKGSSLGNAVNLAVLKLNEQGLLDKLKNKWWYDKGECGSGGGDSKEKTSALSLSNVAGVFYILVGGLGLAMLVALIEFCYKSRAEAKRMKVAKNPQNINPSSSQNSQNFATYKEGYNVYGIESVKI
GluA2 TARP mod agonism max-min: also measured in GluA2 TARP mod; calls as there; compound max-min signal; compound-alone response (agonism);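 unitless range of fluorescence divided by baseline over first 100 seconds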
GluA2 TARP mod glutamate slope: recorded beside GluA2 TARP mod, whose call it bears; glutamate slope, % of max; measured here: glutamate response slope, % max;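 scaled per plate between vehicle wells and maximal 1 mM glutamate control wells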
Active calls of the source: *; i = inactive; + = active, no number.

GluA2 TARP mod | GluA2 TARP mod agonism max-min | GluA2 TARP mod glutamate slope | Molecule
i | 0.0733 | 51.3 | CC(C(=O)NCc1cccs1)S(=O)(=O)c1ccc2c(c1)S(=O)(=O)N=CN2 (stereo not given)
i | 0.0661 | 45.3 | COc1cc(OC)cc(C(=O)Nc2ccc3c(c2)CCC(=O)N3CC(C)C)c1
i | 0.14 | 47.2 | O=c1c(-c2ccc(Cl)cc2)c(C(F)(F)F)oc2cc(O)ccc12
i | 0.0672 | 47.9 | Cc1c(C(=O)N2CCC(COCc3ccc(C#N)cc3)CC2)cnn1-c1ccccc1
i | 0.0615 | 55.0 | COc1ccc(-c2ccc(=O)n(CC(=O)Nc3ccc(C)c(F)c3)n2)cc1OC
i | 0.0744 | 66.1 | CCOc1ccc(S(=O)(=O)NC2CC(C)(C)NC(C)(C)C2)c(OCC)c1
i | 0.106 | 62.7 | Cc1cccc(N2CCN(S(=O)(=O)CCNC(=O)c3cc4ccccc4o3)CC2)c1
i | 0.0877 | 70.4 | Cc1ccc(C)c(C(=O)NCC(O)c2cccn2C)c1 (stereo not given)
i | 0.0719 | 57.5 | Cn1cccc1C(CNC(=O)Nc1cccs1)N1CCOCC1 (stereo not given)
i | 0.0268 | 48.2 | O=C1CCCN1CC1CCCNC1 (stereo not given)
i | 0.0415 | 67.2 | CCOC(=O)Cn1c(C2CC(=O)N(c3cc(Cl)ccc3OC)C2)nc2ccccc21 (stereo not given)
i | 0.0391 | 52.0 | Cn1nnc2c(N3CCN(CC(=O)NCc4ccccc4Cl)CC3)ncnc21
i | 0.0457 | 60.4 | CCCCOc1ccc(C(=O)Nc2cccc(-c3ccc(=O)n(C)n3)c2)cc1
i | 0.174 | 59.5 | COc1ccc(-c2cc(N3CCC(C(=O)NCc4ccc5c(c4)OCO5)CC3)ncn2)cc1
i | 0.0978 | 56.7 | COC1CCN(S(=O)(=O)c2cccc(C(F)(F)F)c2)CC1
i | 0.0702 | -6.6 | CN1CCOc2ccc(NS(=O)(=O)c3ccc4c(c3)OCCO4)cc2C1=O
i | 0.125 | 60.9 | COc1ccccc1CCNC(=O)CCc1csc(NC(=O)c2ccc(F)cc2)n1
i | 0.092 | 48.2 | COc1ccc(NC(=O)C2CCCN(S(C)(=O)=O)C2)cc1 (stereo not given)
i | 0.157 | 66.5 | CNc1nn(CC(=O)Nc2cc(OC)cc(OC)c2)c(N)c1-c1nc(-c2ccc(C)cc2)no1
i | 0.0931 | 48.8 | O=C(Nc1nnc(CS(=O)(=O)c2ccccc2)o1)c1ccc2ncsc2c1
i | 0.131 | 38.0 | CCCN(CCC)S(=O)(=O)c1ccc(C(=O)Nc2nnc(-c3cc(C)n(C)n3)o2)cc1
i | 0.0946 | 59.0 | CCc1ccc(S(=O)(=O)NCCCn2nc(-c3ccco3)ccc2=O)s1
i | 0.0807 | 48.9 | COc1ccc(OC)c(N2C(=O)CC(Sc3ccccc3C(=O)O)C2=O)c1 (stereo not given)
i | 0.0593 | 61.9 | COc1cccc(-c2nc(COC(=O)c3nnn(-c4ccc(Cl)cc4)c3C)c(C)o2)c1OC
i | 0.108 | 58.0 | CN(Cc1ccco1)S(=O)(=O)c1ccc(C(=O)Nc2ccccc2)cc1
i | 0.027 | 48.0 | COc1ccc2sc(N(CCN3CCOCC3)C(=O)c3cc(Cl)sc3Cl)nc2c1
i | 0.0861 | 52.3 | CCOc1ccccc1N1C(=O)CC(Sc2ncccc2C(=O)O)C1=O (stereo not given)
i | 0.142 | 54.6 | COc1ccc(S(=O)(=O)NCC(c2cccnc2)N2CCN(c3ccc(F)cc3)CC2)cc1C (stereo not given)
i | 0.0831 | 62.2 | O=C(C1CN(c2nc3c(C(F)(F)F)cccc3s2)C1)N1CCC2(CC1)OCCO2
i | 0.0307 | 53.3 | CCCCOc1ccc(C(=O)NCCc2csc(C)n2)cc1

2 entries from above, reformatted.
Under each structure – GluA2 TARP mod, GluA2 TARP mod agonism max-min, GluA2 TARP mod glutamate slope
CCc1ccc(S(=O)(=O)NCCCn2nc(-c3ccco3)ccc2=O)s1
    i, 0.0946, 59.0
COc1ccc(OC)c(N2C(=O)CC(Sc3ccccc3C(=O)O)C2=O)c1 (stereo not given)
    i, 0.0807, 48.9

(further entries)
GluA2 TARP mod | GluA2 TARP mod agonism max-min | GluA2 TARP mod glutamate slope | Molecule
i | 0.0525 | 76.0 | CC(C)(C)C(=O)N1CCc2ccc(NS(=O)(=O)Cc3cccc(Cl)c3)cc21
i | 0.121 | 53.7 | O=C(Nc1ccc2c(c1)OCCO2)NC1(c2nc(-c3ccsc3)no2)CCCCC1
i | 0.109 | 61.2 | CC(C)S(=O)(=O)c1ccc(CC(=O)NCC(O)(c2ccco2)C2CC2)cc1 (stereo not given)
i | 0.0897 | 49.5 | CCOc1ccc(NC(=O)COC(=O)CCCC2=NS(=O)(=O)c3ccccc3N2)cc1
i | 0.063 | 56.0 | Cc1ccc(S(=O)(=O)N2CCN(c3ccc(C)cc3C)CC2)cc1
i | 0.0582 | 49.3 | CSc1nc(-c2ccccc2)nn1C(=O)c1ccc([N+](=O)[O-])cc1
i | 0.047 | 51.1 | O=C(COc1ccc(Cl)cc1Cl)NCCCN1CCOC(c2ccccc2)C1 (stereo not given)
i | 0.1 | 78.0 | CC(C)c1ccc(CC(=O)N(Cc2cccnc2)c2nc3ccc(F)cc3s2)cc1
+ | 0.0991* | 40.0* | c1ccn2cc(C34CC5CC(CC(C5)C3)C4)nc2c1
i | 0.0944 | 73.2 | Cc1nc2ccccn2c1C(=O)Nc1ccc2c(c1)N(S(=O)(=O)c1ccc(F)cc1)CCC2
i | 0.0534 | 67.8 | CCCN1CCCc2cc(CCNC(=O)c3ccco3)ccc21
i | 0.0364 | 42.9 | CCN1CCN(S(=O)(=O)CCNC(=O)c2ccc3ccccc3c2)CC1
i | 0.0231 | 33.2 | COc1ccc(CC(=O)NCC(c2cccc3ccccc23)N2CCOCC2)cc1 (stereo not given)
i | 0.127 | 53.2 | CCOC(=O)Cn1c(=O)c2c(nc3n2CCCN3c2ccc(Oc3ccccc3)cc2)n(C)c1=O
i | 0.103 | 63.4 | CN1CCC(CNC(=O)C(=O)Nc2ccc(F)c(Cl)c2)CC1
i | 0.0918 | 62.6 | O=C(NCC1(O)CCCC1)Nc1cccs1
i | 0.123 | 75.5 | O=C(NCCCO)C(=O)NCc1ccc(Cl)cc1
i | 0.0392 | 35.2 | Cc1cc(NC(=O)c2ccccc2C(F)(F)F)n(-c2nc(-c3ccc4c(c3)OCO4)cs2)n1
i | 0.0261 | 43.7 | Cc1cc(C(=O)N(CC2CCCO2)c2nc3c(C)ccc(C)c3s2)on1 (stereo not given)
i | 0.0221 | 22.6 | O=C(NCCn1nc(-c2ccccc2)ccc1=O)NC1CCCCC1
i | 0.0591 | 61.1 | O=C(CCc1csc(NC(=O)c2ccc(F)cc2)n1)Nc1nc(-c2cccnc2)cs1
i | 0.112 | 33.4 | CCc1nnc2ccc(N3CCN(S(=O)(=O)c4ccc(F)cc4F)CC3)nn12
i | 0.0371 | 54.7 | COc1ccccc1-n1c(C)cn2c3c(=O)n(Cc4ccc(C)cc4)c(=O)n(C)c3nc12
i | 0.1 | 57.7 | O=C1CCc2cc(S(=O)(=O)N3CCCC3)cc3c2N1CCC3
i | 0.0465 | 39.5 | Cn1ccc(-c2nnc(NC(=O)CC(c3ccccc3)c3ccccc3)o2)n1
i | 0.117 | 55.7 | COc1ccc(Cl)cc1NC(=O)c1nn(-c2ccc(F)cc2)cc1OC
i | 0.0727 | 57.1 | O=C(NNC(=O)c1cccc2ccccc12)c1ccc(=O)n(Cc2ccccc2)c1
i | 0.115 | 58.2 | C=CCc1c(C)nc2c(-c3ccccc3)cnn2c1N1CCCC1
i | 0.127 | 43.0 | O=C(Nc1ccc(OC(F)(F)F)cc1)c1csc(NS(=O)(=O)c2ccccc2)n1
i | 0.0775 | 57.1 | COc1ccc(-n2ccnc(SCC(=O)Nc3ccccc3OC)c2=O)cc1
i | 0.0845 | 16.9 | Cc1nc2ccccc2c(=O)n1-c1cccc(NC(=O)COc2ccccc2)c1
i | 0.127 | 55.2 | O=C(c1ccccc1)N1CCC(c2nnc(C3CC3)o2)CC1
i | 0.0522 | 60.0 | COc1ccc2sc(N(CCN3CCOCC3)C(=O)C3CCCCC3)nc2c1
i | 0.054 | 48.0 | O=C(NCCn1ncc2c(N3CCCCC3)ncnc21)C12CC3CC(CC(C3)C1)C2
i | 0.0564 | 55.9 | O=S(=O)(c1cccnc1)N1CCC(c2nnc(C3CC3)o2)CC1
i | 0.0685 | 82.5 | COc1ccccc1NC(=O)CC(NCCN(C)C)C(=O)O (stereo not given)
i | 0.0679 | 25.6 | Cc1ccc(S(=O)(=O)c2c(C)nn(C(C)(C)C)c2OC(=O)c2ccc(C)c(C)c2)cc1
i | 0.0499 | 51.4 | COc1ccc(S(=O)(=O)N2CCn3cccc3C2c2ccc(Br)cc2)cc1OC (stereo not given)
i | 0.0449 | 51.0 | Cc1ccc(Cl)cc1N1CCN(CC(O)COc2ccc([N+](=O)[O-])cc2)CC1 (stereo not given)
i | 0.103 | 71.3 | O=C(Cn1cccn1)Nc1ccc2cn[nH]c2c1
i | 0.114 | 68.0 | COc1cccc2cc(S(=O)(=O)c3cccc(C#N)c3)c(=O)oc12
i | 0.104 | 44.2 | COc1ccc(S(=O)(=O)N2CCC(C(=O)Nc3sc4c(c3C#N)CCC4)CC2)cc1
i | 0.151 | 48.2 | COc1ccc(C)c2sc(N(CCN3CCOCC3)C(=O)c3ccn(C)n3)nc12
i | 0.0796 | 53.9 | O=C(NCC#CCN1CCCCCC1)c1cc2ccccc2[nH]1
i | 0.0807 | 54.7 | COc1ccc(NS(=O)(=O)c2cc(C)c(C)cc2OC)cc1N1CCCC1=O
i | 0.132 | 63.9 | c1cnc(N2CC[N+]3(CCCC3)CC2)nc1
i | 0.101 | 61.6 | CCOc1ccccc1NC(=O)CSC1=NS(=O)(=O)c2ccccc2N1
i | 0.0275 | 33.6 | Cc1ccc(-n2ccnc2N2CCN(C(=O)c3ccccc3)CC2)cc1
i | 0.106 | 57.7 | CCOc1ccc(-n2nnc(C(=O)NCc3ccccc3)c2N)cc1
i | 0.0929 | 54.3 | CS(=O)(=O)c1ccc(NC(=S)N2CCc3ccccc32)cc1
i | 0.0398 | 69.9 | COC(=O)c1ccc2c(=O)n(CC(=O)N3CCN(c4ccccc4OC)CC3)c(=S)[nH]c2c1
i | 0.0827 | 56.0 | COC(=O)Nc1ccc(CC(=O)NCc2cccs2)cc1
i | 0.112 | 35.2 | COC(=O)Cn1c(C(C)NC(=O)c2ccco2)nc2ccccc21 (stereo not given)
i | 0.0337 | 20.9 | Cn1nc(-c2ccccc2)cc1C(=O)N1CCN(c2ccc(-c3ccco3)nn2)CC1
i | 0.115 | 42.2 | O=C(Cc1ccccc1)NNC(=O)c1cccn(Cc2ccc(F)cc2)c1=O
i | 0.102 | 59.8 | O=C(Nc1ccc2c(c1)OCO2)c1ccc(=O)n(Cc2cccc([N+](=O)[O-])c2)c1
i | 0.0386 | 37.9 | CCCNC(=O)CSc1c(CC(C)C)cnc2c1c(=O)n(C)c(=O)n2C
i | 0.0822 | 58.3 | O=C(COc1cccc2ccccc12)NCCOc1ccc2nnc(-c3ccccc3)n2n1
i | 0.043 | 51.2 | CCOC(=O)c1ccc(N2C(=O)CC(Sc3ncccn3)C2=O)cc1 (stereo not given)
i | 0.0552 | 72.8 | COc1ccc(S(=O)(=O)Nc2ccc3c(c2)N(S(=O)(=O)c2ccccc2)CCC3)cc1OC

Later entries.
GluA2 TARP mod | GluA2 TARP mod agonism max-min | GluA2 TARP mod glutamate slope | Molecule
i | 0.0653 | 33.6 | CS(=O)(=O)N1CCC(CNC(=O)Cc2ccccc2Cl)CC1
i | 0.0822 | 63.3 | COc1cn2c(cc1=O)C(=O)N(CCNC(=O)c1cccc(Cl)c1)CC2
i | 0.0562 | 53.5 | COc1cccc(-n2nnc3c(N4CCN(C(=O)C5CCCC5)CC4)ncnc32)c1
i | 0.134 | 56.3 | Cc1ccc(Nc2ccc(NS(=O)(=O)c3ccc(-c4csc(C)n4)s3)cc2)nn1
i | 0.0942 | 52.9 | O=C(c1ccc(Cl)c([N+](=O)[O-])c1)N1CCN(c2ncnc3c2nnn3-c2cccc(F)c2)CC1
i | 0.162 | 52.1 | CCN(C(=O)C(=O)c1c[nH]c2ccccc12)C1CCCCC1
i | 0.0275 | 52.8 | CC(=O)Nc1ccc(S(=O)(=O)N2CCN(c3ccc(Cl)cc3)CC2)cc1
i | 0.0839 | 46.8 | COc1ccccc1CNC(=O)CSc1ccc(NC(=O)c2ccco2)nn1

Filtered by structure, those above with two or more sulfur atoms (eleven)
GluA2 TARP mod | GluA2 TARP mod agonism max-min | GluA2 TARP mod glutamate slope | Molecule
i | 0.0733 | 51.3 | CC(C(=O)NCc1cccs1)S(=O)(=O)c1ccc2c(c1)S(=O)(=O)N=CN2 (stereo not given)
i | 0.0931 | 48.8 | O=C(Nc1nnc(CS(=O)(=O)c2ccccc2)o1)c1ccc2ncsc2c1
i | 0.0946 | 59.0 | CCc1ccc(S(=O)(=O)NCCCn2nc(-c3ccco3)ccc2=O)s1
i | 0.027 | 48.0 | COc1ccc2sc(N(CCN3CCOCC3)C(=O)c3cc(Cl)sc3Cl)nc2c1
i | 0.0591 | 61.1 | O=C(CCc1csc(NC(=O)c2ccc(F)cc2)n1)Nc1nc(-c2cccnc2)cs1
i | 0.127 | 43.0 | O=C(Nc1ccc(OC(F)(F)F)cc1)c1csc(NS(=O)(=O)c2ccccc2)n1
i | 0.104 | 44.2 | COc1ccc(S(=O)(=O)N2CCC(C(=O)Nc3sc4c(c3C#N)CCC4)CC2)cc1
i | 0.101 | 61.6 | CCOc1ccccc1NC(=O)CSC1=NS(=O)(=O)c2ccccc2N1
i | 0.0929 | 54.3 | CS(=O)(=O)c1ccc(NC(=S)N2CCc3ccccc32)cc1
i | 0.0552 | 72.8 | COc1ccc(S(=O)(=O)Nc2ccc3c(c2)N(S(=O)(=O)c2ccccc2)CCC3)cc1OC
i | 0.134 | 56.3 | Cc1ccc(Nc2ccc(NS(=O)(=O)c3ccc(-c4csc(C)n4)s3)cc2)nn1

Bioassay records as filed in PubChem BioAssay.

Not all compounds are listed; rates above refer to the full screens.
